KDM5B inh = blocks human KDM5B histone demethylase activity; Q9UGL1; KDM5B demethylase, FDH-coupled NADH fluorescence (FDH is formaldehyde dehydrogenase); Potency, µM (series often up to 57.7 µM), without a hit: at the highest dose activity change, negative = inhibition, usual class: inhibitors; 220,000 tested, 2.6% active; AID 1347165; active = well fitted inhibition curve with a large enough effect; inconclusive = small, poorly fitted or top-dose-only effect; inactive = no such curve, though single readings can be large or run the other way; also: 0% is about no effect; nearly all actives have a fitted effect of over 70% in size
Target sequence (Q9UGL1 whole entry, looked up): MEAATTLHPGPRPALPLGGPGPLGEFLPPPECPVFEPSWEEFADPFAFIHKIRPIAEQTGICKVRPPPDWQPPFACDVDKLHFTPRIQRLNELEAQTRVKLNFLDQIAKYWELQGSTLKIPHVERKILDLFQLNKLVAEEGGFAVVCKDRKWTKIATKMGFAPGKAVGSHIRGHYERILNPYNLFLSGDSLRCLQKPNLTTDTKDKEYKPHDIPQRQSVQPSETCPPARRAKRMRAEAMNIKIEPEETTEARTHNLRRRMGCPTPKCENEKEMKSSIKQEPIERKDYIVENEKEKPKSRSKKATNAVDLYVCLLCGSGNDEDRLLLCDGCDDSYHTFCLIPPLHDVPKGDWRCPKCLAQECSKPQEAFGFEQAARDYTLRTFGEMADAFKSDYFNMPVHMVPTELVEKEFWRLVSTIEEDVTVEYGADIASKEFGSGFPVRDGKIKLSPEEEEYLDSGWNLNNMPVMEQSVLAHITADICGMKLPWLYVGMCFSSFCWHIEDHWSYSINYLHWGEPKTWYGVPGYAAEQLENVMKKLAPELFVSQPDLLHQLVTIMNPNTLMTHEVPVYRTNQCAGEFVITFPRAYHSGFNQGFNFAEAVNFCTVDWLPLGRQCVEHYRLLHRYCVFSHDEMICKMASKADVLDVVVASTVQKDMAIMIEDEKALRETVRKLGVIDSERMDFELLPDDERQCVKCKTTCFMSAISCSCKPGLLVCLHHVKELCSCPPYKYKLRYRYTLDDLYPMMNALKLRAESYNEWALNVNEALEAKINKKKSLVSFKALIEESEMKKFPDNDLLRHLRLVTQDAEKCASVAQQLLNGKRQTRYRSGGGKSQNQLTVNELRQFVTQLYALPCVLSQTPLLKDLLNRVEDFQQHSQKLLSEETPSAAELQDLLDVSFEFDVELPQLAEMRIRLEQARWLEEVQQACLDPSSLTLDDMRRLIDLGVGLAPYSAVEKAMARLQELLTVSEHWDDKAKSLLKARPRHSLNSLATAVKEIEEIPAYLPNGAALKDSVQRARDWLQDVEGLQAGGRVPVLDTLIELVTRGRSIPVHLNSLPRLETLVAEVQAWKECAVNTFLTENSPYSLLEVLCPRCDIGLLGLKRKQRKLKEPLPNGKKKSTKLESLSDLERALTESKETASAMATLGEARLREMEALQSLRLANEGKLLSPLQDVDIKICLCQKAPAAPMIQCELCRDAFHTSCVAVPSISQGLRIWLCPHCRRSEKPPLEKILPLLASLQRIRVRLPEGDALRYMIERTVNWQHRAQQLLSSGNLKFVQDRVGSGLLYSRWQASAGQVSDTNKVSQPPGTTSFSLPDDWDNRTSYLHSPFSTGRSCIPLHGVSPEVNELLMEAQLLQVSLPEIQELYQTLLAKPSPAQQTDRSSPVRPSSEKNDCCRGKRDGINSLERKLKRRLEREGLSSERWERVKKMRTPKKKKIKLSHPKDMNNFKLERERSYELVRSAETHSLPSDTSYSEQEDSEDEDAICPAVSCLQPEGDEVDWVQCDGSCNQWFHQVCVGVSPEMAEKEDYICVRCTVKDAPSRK
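Measured: NADH fluorescence change, 30 min, RT. System: KDM5BΔAP 200 nM final, H3K4me3 peptide, α-KG, Fe(II), ascorbate, NAD⁺ plus FDH, pH 7.5 HEPES. Compounds: titrated, 10 min pre-incubation with enzyme.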
* = called active by the depositor; i = inactive; ? = inconclusive; [ ] = remark or other dose. Potency is read from the fitted curve at half-maximal effect. These rows are one share of the data (hit frequency here may not be typical).

| SMILES | KDM5B inh |
| --- | --- |
| CN(Cc1ccc2c(c1)OCO2)c1nc(-c2cccnc2)nc2ccccc12 | 10.0% |
| Cc1noc(CN(C)C(=O)C2C3C(=O)N(Cc4ccc(C)c(C)c4)C[C@@]34C=C[C@@H]2O4)n1 (stereo partly drawn) | 1.3% |
| CCCOc1ccc(C(=O)Nc2ccc(NC(=O)c3cccc(Cl)c3)cc2)cc1 | 16.9%[11.5 µM] |
| Cc1ccc(-c2noc(CN(C)C(=O)COc3ccccc3)n2)cc1 | 12.4% |
| O=C(COc1ccccc1)Nc1nnc(-c2ccc(F)cc2)o1 | 26.9% |
| COc1ccc(/C(N)=N/OC(=O)C2CCCCC2)cc1 | -19.8% |
| NC(=O)CSc1nc2ccc(NC(=O)COc3ccccc3Cl)cc2s1 | -8.3% |
| CC(C)c1ccc2c(c1)NC(c1ccc(F)cc1)=NC(c1cccs1)=N2 | -23.1% |
| COc1cc(OC)cc(C(=O)Nc2ccc3nc4c(c(Nc5ccc(OC)c(OC)c5)c3c2)CCCC4)c1 | ? |
| CCC(C)c1ccc(C(=O)Cn2cnc3c2c(=O)n(C)c(=O)n3C)cc1 (stereo not drawn) | 11.0% |
| Cc1ncc(-c2ccc(F)c3cccnc23)nc1C | ? |
| CC1=C(C(=O)Nc2cccnc2)C(c2ccc(F)cc2)n2nc(SCc3ccccc3F)nc2N1 (stereo not drawn) | -23.6% |
| Cn1ccnc1SCC(=O)Nc1sc2c(c1C#N)CCC2 | 19.1% |
| NC1(C(=O)N2CCCC(CCc3cccc(C(F)(F)F)c3)C2)CC1 (stereo not drawn) | ? |
| CC(C)CCN1CC(C(=O)NCCN(C)C)C2(CCOCC2)C1 (stereo not drawn) | -20.8% |
| Cc1ccc(C(=O)N2[C@@H]3CC[C@H]2CC(NC(=O)c2ccc(F)cc2)C3)cn1 (stereo partly drawn) | -4.6% |
| COc1ccc2[nH]c(=O)c(CCC(=O)N3CCN(CC(C)C)CC3)cc2c1 | 28.2µM* |
| CCC1CCCCN1CCCNC(=O)CSc1nc2nc(C)c(Cc3ccc(C)cc3)c(C)n2n1 (stereo not drawn) | -9.7% |
| Cc1ccc(-c2noc([C@@H]3CCCN3C(=O)c3ccc(Cl)cc3)n2)cc1 | -19.8% |
| Cc1ccc(OCCSc2nc3ccc(NC(=O)COc4ccc(F)cc4)cc3s2)cc1 | -1.1% |
| N#Cc1ccccc1N1CCN(c2ccccc2)CC1 | -5.2% |
| CCOc1cc(/C=C/C(=O)c2ccc(F)cc2)cc(Br)c1OC | 2.9% |
| CCN1c2cc(C(=O)NCc3cc(OC)ccc3OC)ccc2C(=O)N2CCCCC21 (stereo not drawn) | ? |
| CC(CO)(CO)NC(=O)COc1cc(O)c2c(=O)cc(-c3ccccc3)oc2c1 | -16.5% |
| O=C(c1ccc(Cl)cc1)N1CC2(CCN(Cc3c[nH]c4ccccc34)CC2)Cc2ccccc21 | -23.5%[115 µM] |
| COc1ccc(CC(=O)N2CCC3(CC2)CN(C(=O)c2ccc(Cl)cc2)CCO3)cc1 | 19.4%[115 µM] |
| O=C(c1ccco1)N1CCC(c2nc(C3CCOCC3)no2)CC1 | -0.4% |
| NNc1cc(Cl)c(Cl)cc1[N+](=O)[O-] | -23.8% |
| CC(=O)NC(CCS(C)(=O)=O)C(=O)Nc1ccc(F)cc1 (stereo not drawn) | 18.2% |
| O=C1NCCCCCCN(C(=O)c2ccncc2)[C@H]2CCC[C@@H]12 | 23.7% |
| Cc1ccccc1S(=O)(=O)N1CCC(n2cnnc2C(C)C)CC1 | 5.0% |
| Cc1ccc(CN[C@@H]2CO[C@H](CNC(=O)N3CCOCC3)[C@H]2O)cc1 | -4.3%[86.2 µM] |
| Cc1nc(C)c(C(=O)N2CCCC(n3c(C)cnc3C3CCC3)C2)s1 (stereo not drawn) | -13.7% |
| Cc1nc2ncnn2c(C)c1CCC(=O)N1CCCC(Nc2ccccc2)C1 (stereo not drawn) | 18.5% |
| CCc1noc(-c2cccn3c(CNC(=O)c4cccc(OC)c4)nnc23)n1 | 22.4µM* |
| Cn1cnc(C(=O)N2CCC(N3C(=O)C4(CCCC4)C3c3ccccc3)CC2)c1 (stereo not drawn) | 19.7% |
| c1ccc2sc(C3CCN(Cc4nc(C5CC5)no4)CC3)nc2c1 | 14.8% |
| CCc1cccc(NC(=O)c2cc3n(n2)CC(c2ccc(Cl)cc2)OC3)c1 (stereo not drawn) | ? |
| O=C(CSc1n[nH]c(-c2ccccc2Cl)n1)NCCc1ccccc1 | -14.6% |
| COCC[C@]1(O)CCN(C(=O)CCCc2cccs2)C[C@H]1C | 2.2% |

Laid out differently: entries from further up.
c1ccc2sc(C3CCN(Cc4nc(C5CC5)no4)CC3)nc2c1
  KDM5B inh: 14.8%

CCc1cccc(NC(=O)c2cc3n(n2)CC(c2ccc(Cl)cc2)OC3)c1 (stereo not drawn)
  KDM5B inh: ?

Next results follow:
smiles,KDM5B inh
O=C(NCCc1ccncc1)C1CN(C(=O)C2CCCC2)CC12CCOCC2 (stereo not drawn),4.4%
Cc1ccc(-c2cc(N3CCCN(C(=O)c4nn(C)c5ccccc45)CC3)n[nH]2)cc1C,-17.1%
CCCC1NC(=O)N(Cc2cc(F)cc3cccnc23)C1=O (stereo not drawn),12.5%
O=C(c1ccco1)N1CCCN(Cc2nc(-c3ccc4c(c3)OCO4)no2)CC1,-4.2%
CCCCCCCc1c(C(=O)O)c2ccccc2c2ccccc12,-2.3%
Cc1ccc(N2CCN(C(=O)c3noc4c3COc3ccc(C)cc3-4)CC2)c(C)c1,-2.3%
Cc1cccc(-c2nc3c(c(SCc4ccccc4Cl)n2)Cc2c(CO)cnc(C)c2O3)c1,-5.4%
O=c1o[nH]c(-c2ccccc2)c1N=Nc1c(F)cccc1Cl,13.8%
CC(C)COC(=O)c1nc2ccccc2nc1NCc1ccc2c(c1)OCO2,18.7%
COc1ccc(-c2nn3c(-c4ccc(C)cc4)nnc3c3ccccc23)cc1,-0.7%
Cc1ccc2oc(=O)cc(CN3CCOCC3)c2c1,-3.3%
O=C(NC1C2CC3CC(C2)CC1C3)c1cccc2c(Br)cccc12 (stereo not drawn),18.3%
CC(C)OCCCNC(=O)Cn1ccc2ccc(Cl)cc21,-12.5%
O=C1CC(Cc2ccccc2)C(=O)N1c1ccc2ccccc2n1 (stereo not drawn),8.5%
Cn1cccc1CN1CCC2(C1)C(=O)N(c1ccccc1)c1ccccc12 (stereo not drawn),?
Cn1ncnc1CCNC(=O)c1cn(CCC2CCCCN2)nn1 (stereo not drawn),23.3%
CC(=O)NCc1ccc(-c2csc(-c3ccccc3C)n2)o1,?
COc1ccc(C2Cn3nnc(-c4noc(-c5cccc(F)c5)n4)c3CO2)cc1 (stereo not drawn),-2.7%
Cc1nc([C@@H]2CN(C(=O)CCc3nc4ccccc4[nH]3)C[C@H]2C(N)=O)n[nH]1,16.0%
COc1ccc(S(=O)(=O)N2CCOC2CNC(=O)C(=O)NCC(C)C)cc1 (stereo not drawn),-3.3%

An excerpt of these results, field by field:
CC1=C(C(=O)Nc2cccnc2)C(c2ccc(F)cc2)n2nc(SCc3ccccc3F)nc2N1 (stereo not drawn)
  KDM5B inh: -23.6%
Cc1ccc(-c2noc(CN(C)C(=O)COc3ccccc3)n2)cc1
  KDM5B inh: 12.4%
Cc1ccc(CN[C@@H]2CO[C@H](CNC(=O)N3CCOCC3)[C@H]2O)cc1
  KDM5B inh: -4.3%[86.2 µM]
CC(C)c1ccc2c(c1)NC(c1ccc(F)cc1)=NC(c1cccs1)=N2
  KDM5B inh: -23.1%

(listing goes on)
smiles,KDM5B inh
CN1CCc2nc3sc(C(=O)c4ccc(Cl)cc4)c(N)c3cc2C1,?
COCCNC(=O)CCc1c(C)nc2c(-c3ccc(F)cc3)c(C)nn2c1C,?
CCOC(=O)c1cc(-c2ccc(F)cc2)n(CCC(=O)NCCc2ccc(C)cc2)c1C,?
COc1cc2nc(SCc3ccc(Cl)cc3)n3nc(CCn4nc(C)cc4C)nc3c2cc1OC,-10.5%
Cc1cccc2[nH]c(CO)nc12,1.1%
O=C(NCCC(c1ccccc1)c1ccccc1)c1n[nH]c(=O)c2ccccc12,-5.6%
Cc1ccc(S(=O)(=O)N2CC(C)C(=O)CC2C)cc1 (stereo not drawn),-13.8%
COc1cccc(-c2nnnn2[C@H]2CO[C@H]3[C@@H]2OC[C@@H]3NS(=O)(=O)c2ccc(NC(C)=O)cc2)c1,-1.1%
COc1ccc(C(=O)N[C@H]2CO[C@H]3[C@@H]2OC[C@H]3OC(=O)Nc2ccccc2)cc1,-30.4%[86.2 µM]
COc1ccc(S(=O)(=O)NCC2CCCN(C(=O)c3cccnc3C)C2)cc1 (stereo not drawn),3.5%
CCOc1cccc(CN2CCCC(CNC(=O)c3cccc(OC)c3OC)C2)c1 (stereo not drawn),?
CCCSc1nc(=O)c2c(n1C)NC(=O)CC2c1ccc(C)cc1C (stereo not drawn),15.0%
COC(=O)CCOc1ccc(S(=O)(=O)Nc2ccc(OC)c(Cl)c2)cc1,-14.5%
Cc1ccc(-c2cc(C(=O)N3CCNC(=O)C3)c3ccccc3n2)cc1,?
C=CC#CCCCc1ccc(OC(=O)c2ccc(C(=O)Oc3ccc(CCCC#CC=C)cc3C)cc2)c(C)c1,-12.0%
Cc1cccc(C(=O)N2CCC3(CC2)CC(c2ccccc2)C(=O)N3C)c1C (stereo not drawn),27.8%
Cc1noc(C2CC3(CCN(C(=O)C4CCC4)CC3)CN2C)n1 (stereo not drawn),-3.0%
N#Cc1nc(-c2ccc(F)cc2)oc1N1CCN(C(=O)c2ccccc2F)CC1,-31.2%
COc1ccc(OC)c(S(=O)(=O)N2CCOCCNC(=O)[C@H]3CCCC[C@H]32)c1,-24.3%
COc1ccccc1C1(CNC(=O)c2cccc(F)c2)CCOCC1,12.1%
CCOc1ccc(CN2C(=O)C(=O)c3cccc(C)c32)cc1OC,?
COc1ccc(C(=O)N2CCC(N3CCCCCC3=O)CC2)cc1,1.0%[86.2 µM]
Cc1c(CC(=O)N2CCN(c3ccccc3)CC2)c(=O)oc2cc(O)ccc12,i
CN1CCC(N[C@@H]2CO[C@H](CNC(=O)N3CCOCC3)[C@H]2O)CC1,18.4%[86.2 µM]
COCCN(CC(N)=O)S(=O)(=O)c1cccc(Cl)c1,12.6%
COc1ccc(/C=C/C(=O)Nc2ccc(Cl)c(Cl)c2)cc1,-18.8%
O=C(Nc1cccc(Cl)c1)C1=NO[C@@H]2CN(Cc3cccnc3)C[C@H]12,11.4%[86.2 µM]
Fc1ccc(CNc2nc(-c3ccc(Cl)cc3)cc(C(F)(F)F)n2)cc1,?
CCCn1c(=O)n(CC(=O)Nc2c(C)cccc2C)c(=O)c2c1nc(C)n2CCOC,1.7%
COc1ccc2c(c1)c1c(c(=O)n(-c3ccccc3C)c(=O)n1CC(N)=O)n2C,?
O=C(CCn1cnnn1)N1CCC2(CC1)Nc1ccccc1NC2=O,-19.7%
COc1ccc(Br)cc1/C=C(\C#N)c1nc2ccccc2[nH]1,?
O=C(CN1CCN(c2cccc(Cl)c2)CC1)NC1CCS(=O)(=O)C1 (stereo not drawn),-6.3%
CCN(CC)CC(=O)Nc1c(C#N)cnn1-c1ccccc1,32.8%
Clc1cc(Cl)c(N/N=C/c2cccc(Cl)c2Cl)c(Cl)c1,3.5%
COc1cc(C(=O)NCCS(=O)(=O)N2CCN(c3ccccc3)CC2)cc(OC)c1OC,-7.4%
Cc1cnc(C2CC2)n1CCNS(=O)(=O)c1ccccc1F,-6.4%
O=C1CSC(=Nc2ccc(Cl)cc2)N1Cc1cccnc1,7.0%
COc1ccc(-c2cn3c(n2)sc2cc(C(=O)Nc4cc(Cl)ccc4C)ccc23)cc1,?
CCOc1ccccc1CN1CCC2(CCN(C(=O)Cc3ccc(F)cc3)CC2)Oc2ccccc21,?
CC(C)CCn1c(CN2CCN(c3ccccc3F)CC2)nc2c1c(=O)n(C)c(=O)n2C,-0.7%
O/N=C1\CCSc2ccc(F)cc21,-26.4%
O=C(c1ccccn1)N1CCC(Oc2ccc(-c3noc(-c4ccccc4)n3)cc2)C1 (stereo not drawn),-27.0%
CC(C)(Oc1nn(Cc2cccc(Cl)c2)c2ccccc12)C(=O)NC1CCOCC1,?
Cc1ccc(N2C(=O)c3cccnc3C2Nc2ccc(F)cc2C)cc1 (stereo not drawn),5.7%
CC(=O)c1c(C)nn(CCC(=O)NCc2noc(-c3ccccc3)n2)c1C,20.5%
COc1ccc(CNC[C@H]2COCc3nc4cccnc4n32)cc1,23.8%[86.2 µM]
COc1ccc2c(c1OC)C(=O)OC2Nc1nc(-c2ccccc2)cs1 (stereo not drawn),4.6%
CC1CCN(S(=O)(=O)c2ccc3nc(Nc4ccc(C#N)cc4)ccc3c2)CC1,?
CCOC(=O)C1(Cc2ccc(OC)cc2)CCN(C(=O)c2cccc(Cl)c2)CC1,?
COc1cccc(C(=O)N2C[C@@H](F)C[C@H]2C(=O)N2CCOCC2)c1,-12.0%
COc1ccc(-c2nc(CN3CCN(C(=O)NC(C)C)CC3)c(C)o2)cc1,-27.0%
COc1cccc(-c2nc3c(C#N)c[nH]n3c2NC2CCCCC2)c1OC,?
CCOc1ccc(C(=O)Nc2cc(-c3cn4cccnc4n3)ccc2C)cc1OCC,?
COc1ccc(OCCN2CCN(C(=O)CNC(=O)c3ccc(N4CCCC4=O)cc3)CC2)cc1,-3.4%
O=C(NC1CCCN(c2cc(-c3ccc(Cl)cc3)[nH]n2)C1)c1ccoc1 (stereo not drawn),-18.1%

Compound activity: PubChem, National Center for Advancing Translational Sciences (NCATS)
